Compound activity deposited in PubChem by National Center for Advancing Translational Sciences (NCATS).
RXFP1 antagonist: blocks the human relaxin receptor RXFP1; Q9HBX9; HEK293-RXFP1, relaxin-stimulated cAMP HTRF, 30 min; stronger effect = lower value; activity change, negative = inhibition, % at 57.5 µM; actives 0.59% (n = 350,000); AID 1259400;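 active = activity change of -60% or lower, but not beyond a set lower limit; inconclusive = change between -60% and -40%, or beyond the set limit; inactive = change above -40%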; also: % is scaled to controls: 0 for no effect and ±100 for the full control effect
D2 PAM: D2 dopamine receptor (human) potentiation; P14416; actives 0.34% (n = 340,000); potentiation, % at 10 µM; HEK293 T-REx D2, calcium flux, EC20 dopamine potentiation;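 active = potentiation over 3 SD above the plate norm, cut at about 30% in these data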; also: 0% is about no effect
Target sequence (P14416 whole entry, looked up): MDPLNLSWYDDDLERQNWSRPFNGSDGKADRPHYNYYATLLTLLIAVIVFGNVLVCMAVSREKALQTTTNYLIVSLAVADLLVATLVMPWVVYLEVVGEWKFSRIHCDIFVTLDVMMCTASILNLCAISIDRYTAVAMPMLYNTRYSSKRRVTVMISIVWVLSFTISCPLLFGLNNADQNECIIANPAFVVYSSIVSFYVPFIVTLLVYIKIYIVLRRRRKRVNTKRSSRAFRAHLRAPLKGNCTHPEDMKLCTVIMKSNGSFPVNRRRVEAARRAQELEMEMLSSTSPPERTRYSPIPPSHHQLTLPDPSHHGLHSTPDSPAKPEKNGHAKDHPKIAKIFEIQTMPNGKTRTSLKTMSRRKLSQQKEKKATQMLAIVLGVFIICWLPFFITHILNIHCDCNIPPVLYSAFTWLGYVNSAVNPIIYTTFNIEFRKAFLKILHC
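Potentiation of an EC20 dopamine calcium response is measured in a force-coupled, tetracycline-inducible Hek293 Trex D2 line. Compound-only kinetic reads over 180 s flag agonists before dopamine addition.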
Glioma ERSR ind: induces the endoplasmic reticulum stress response in human glioma cells; U87-MG GRP78 promoter luciferase reporter, 16 h; Potency, µM, without a hit: top-dose activation, usual class: activators; actives 0.02% (n = 420,000); AID 602332; also: potency is read from the fitted curve at half-maximal effect; series mostly up to about 76 µM; % of control where 0% means no effect; nearly all actives have a fitted effect of over 35% in size
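Stably transfected U87-MG human glioma cells carrying a GRP78-based luminescent sensor were seeded at 1000 cells/well, pin-dosed with compounds and incubated 16 h. Luciferase reagent was then added, and end-point luminescence was read after 10 min at room temperature.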
Vif-A3G inh: blocks the Vif interaction with human APOBEC3G. Q9HC16. HeLa A3G-eYFP + Vif (tagged APOBEC3G with the HIV-1 protein that degrades it), YFP fluorescence, overnight. Potency, µM (titrated, usually from 46.1 µM), inactives show at the top dose activity, negative = active, most hits filed as inhibitors. actives 0.076% (n = 410,000);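 also: potency is read from the fitted curve at half-maximal effect; % is scaled to controls: 0 for no effect and ±100 for the full control effect; nearly all actives have a fitted effect of over 60% in size; hits raise eYFP signal because A3G escapes Vif-driven loss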
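Read-out is eYFP fluorescence (Ex 488/Em 500-530) from Vif-expressing HeLa A3G-eYFP cells; more signal means A3G escaped Vif-mediated degradation. Cells plated overnight, compound pinned in, incubated overnight at 37 deg C.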
D1 antag: human D1 dopamine receptor antagonism. P21728. HEK293 TREx D1 cells, calcium flux, dopamine EC80; stronger effect = lower value. activity change, negative = inhibition, % at 10 µM. actives 3.2% (n = 360,000); in the data active = activity change below about -30%; also: % is scaled to controls: 0 for no effect and ±100 for the full control effect
Target sequence (P21728 whole entry, looked up): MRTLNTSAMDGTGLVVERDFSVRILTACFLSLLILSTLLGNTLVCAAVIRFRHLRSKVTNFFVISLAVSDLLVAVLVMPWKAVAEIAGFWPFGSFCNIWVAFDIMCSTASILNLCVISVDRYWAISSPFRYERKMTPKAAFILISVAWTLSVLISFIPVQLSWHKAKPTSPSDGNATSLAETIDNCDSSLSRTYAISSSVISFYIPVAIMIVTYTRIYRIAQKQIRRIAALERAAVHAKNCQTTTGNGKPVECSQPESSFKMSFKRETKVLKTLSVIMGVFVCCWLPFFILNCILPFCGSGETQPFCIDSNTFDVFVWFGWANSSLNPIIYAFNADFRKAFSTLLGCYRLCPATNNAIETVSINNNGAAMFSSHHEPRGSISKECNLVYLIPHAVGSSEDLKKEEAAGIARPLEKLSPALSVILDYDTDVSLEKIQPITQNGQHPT
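Antagonism measured as reduced calcium response to an EC80 dopamine addition following 180 s compound pre-read; cells were inducible HEK293 Trex D1 plated overnight at 30 C, read kinetically at 1 cycle/sec.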
D1 agonist: activates the human D1 dopamine receptor. P21728. HEK293 T-REx D1 cells, calcium flux, agonist mode. activation, % at 2 µM. actives 1% (n = 360,000). AID 504660; in the data active = activation above about 30%; also: 0% is about no effect
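Tetracycline-induced HEK293 TREx D1 cells, force-coupled to calcium signalling, were dye-loaded with a no-wash calcium kit. Compound was pin-added after a 10 s baseline. Fluorescence was read kinetically at 1 cycle/s for 180 s, with calcium rises flagged as agonism.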
D1 PAM: human D1 dopamine receptor positive modulation; P21728; HEK293 TREx D1 cells, calcium flux, dopamine EC20 potentiation; AID 504651; potentiation, % at 10 µM; actives 0.036% (n = 360,000); in the data active = potentiation above about 30%; also: 0% is about no effect
Vif-APOBEC3F blk: inhibitors of Vif-A3F interaction; HeLa A3F-eYFP + Vif (tagged APOBEC3F with the HIV-1 protein that degrades it), YFP fluorescence increase; Potency, µM (series often up to 46.1 µM), for the others: at the top dose activity, negative = active; actives 0.2% (n = 390,000); AID 602313; also: potency is read from the fitted curve at half-maximal effect; % of control where 0% means no effect; nearly all actives have a fitted effect of over 65% in size
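HeLa cells stably expressing A3F-eYFP plus Vif, plated and incubated overnight at 37 deg C, then exposed to compounds overnight at 37 deg C. Blocked degradation read as raised yellow fluorescence (Ex 488/Em 500-530).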
RXFP1 agonist: agonists of human relaxin receptor RXFP1; Q9HBX9; HEK293T-RXFP1 cAMP TR-FRET, 30 min; response scale: percent of porcine relaxin response, buffer zero; Potency, µM (top dose mostly 57.5 µM), for inactives: top-dose activation, hits mostly activators; actives 0.3% (n = 370,000); AID 2676; also: potency is read from the fitted curve at half-maximal effect; % is scaled to controls: 0 for no effect and ±100 for the full control effect; nearly all actives have a fitted effect of over 60% in size; many of its hits are not listed in these tables
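cAMP rise read by TR-FRET after 30 min, 37C compound exposure (up to 58 uM) in RXFP1-transfected HEK293 cells with Ro 20174 present. EC50 from Hill-equation fits, with 29 nM porcine relaxin as 100% and buffer as basal.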
* hit, by the source's call; ? = inconclusive; / = no result given; [ ] = dose if it differs, or a comment. Unless noted, calls follow the shape of the dose curve; as a rule, active = well fitted curve in the direction sought with a large enough effect; inconclusive = small, poorly fitted or top-dose-only effect, or another doubt; inactive = no such curve, though single readings can be large; an effect the other way counts as inactive or inconclusive.

entry	Compound	RXFP1 antagonist	D2 PAM	Glioma ERSR ind	Vif-A3G inh	D1 antag	D1 agonist	D1 PAM	Vif-APOBEC3F blk	RXFP1 agonist
1	COc1ccccc1C1SCCN1S(C)(=O)=O (centres undefined)	-9	7	0%	-1%	-5	2	-2	3%	-0.5%
2	O=C(COC(=O)c1cc([N+](=O)[O-])ccc1N1CCOCC1)NCCc1ccccc1	-5	-4	-2%	0%	-11	0	3	-4%	0.2%
3	CCOC(=O)C1CCN(S(=O)(=O)CCNC(=O)c2ccccc2)CC1	18	-24	-2%	0%	-3	-1	4	-5%	0.1%
4	COc1ccc(-c2cnnc(N/N=C/c3ccc(O)c(OC)c3)n2)cc1	-7	6	3%	?	8	1	0	-10%	-1.5%
5	CSc1ncnc2c1ncn2CCCN1CCN(Cc2c(C)cc(C)cc2C)CC1	-13	/	-5%	2%	/	/	/	8%	/
6	COc1ccccc1NC(=O)CCCN1C(=O)C2CC=CCC2C1=O (centres undefined)	-1	-3	-6%	-2%	-11	1	-6	3%	2.8%
7	COc1ccc(S(=O)(=O)NCCCO)cc1-c1nnc2c3ccccc3c(C)nn12	/	0	-5%	0%	6	-1	-1	6%	27%
8	Cc1ccc(NC(=S)NC2CCSc3ccccc32)cc1C (centres undefined)	1	11	-2%	2%	-17	0	-11	?	-0.5%
9	CN(CC(=O)Nc1ccc(Cl)c(Cl)c1)Cc1nnc(-c2ccc(F)cc2)o1	-63*	23	5%	4%	-20	3	-5	6%	-0.1%
10	O=c1c([N+](=O)[O-])c(O)c2cccc3c2n1CCC3	-12	15	-1%	-5%	6	7	4	2%	-0.5%
11	CCc1cccc(C)c1Nc1c(-c2ccccc2)nc2sccn12	-29	8	-5%	5%	-8	1	-1	1%	1.1%
12	CCC(=O)N(c1nnc(SCC(=O)Nc2ccccc2Cl)s1)C1CC1	5	/	-1%	0%	-16	2	-4	2%	0.2%
13	Cc1ccc(S(=O)(=O)Nc2nc3n(n2)C(c2ccc(Cl)cc2)C=C(c2ccccc2)N3)cc1 (centres undefined)	-10	3	-3%	-28%	19	11	-1	?	-5.9%
14	Cc1csc(NC(=O)c2ccco2)n1	/	7	2%	0%	-8	2	0	5%	0.3%
15	CC(=O)Nc1ccc(S(=O)(=O)Nc2ccc(C)c([N+](=O)[O-])c2)cc1	-1	/	-1%	-8%	6	10	-1	0%	0.5%
16	Cc1cccc(C)c1NC(=O)CNC(=O)CN1C(=O)NC2(CCc3ccccc32)C1=O (centres undefined)	3	4	1%	-9%	12	2	3	0%	1.1%
17	Cc1ncc(C[n+]2csc(C)c2C)c(N)n1	-1	2	-2%	-4%	-8	3	-2	0%	-2.2%
18	O=C(c1ccc2ccccc2n1)N1CCN(c2ccccc2)CC1	5	1	0%	0%	-15	-1	-1	-10%	-0.1%
19	CN1C(=O)c2ccccc2C(C(=O)NCc2ccco2)C1c1c[nH]c2ccccc12 (centres undefined)	-3	-18	0%	-6%	5	0	-7	0%	1.3%
20	CCN(CC)CCCNC(=O)/C=C/C(=O)O	-10	-3	-5%	-1%	-1	3	-5	-14%	0.6%
21	Cc1ccc(Nc2nc(N)nc(CSc3nc(C)cc(C)n3)n2)cc1	2	15	2%	-3%	-6	3	-4	0%	3.1%
22	COC(=O)C1=C(CS(=O)(=O)c2ccc(Cl)cc2)NC(=O)NC1c1ccc(O)cc1 (centres undefined)	21	-10	2%	1%	-22	1	-4	-5%	-0.3%
23	COc1ccc(C(C#N)c2ccc(Cl)nn2)cc1 (centres undefined)	-3	-1	-2%	-3%	15	2	-2	-1%	-0.2%
24	COc1ccc(-n2nc(C#N)c(Cl)cc2=O)cc1	1	-10	-12%	?	-29	1	-1	22%	2.9%
25	CCOc1ccc(NC(=O)CN(C)C(=O)CCCc2c[nH]c3ccccc23)cc1OCC	-4	16	-1%	-3%	17	2	-3	-14%	-0.3%
26	CC(=O)c1csc(-c2ccccc2)n1	8	-7	7%	12%	-55*	-1	-9	26%	2.8%
27	COc1ccccc1CNC(=O)COC(=O)c1n[nH]c2ccccc12	-3	-2	2%	0%	-23	6	-5	-4%	-0.3%
28	O=C(NNC(=O)c1ccccc1-n1cccc1)c1ccc(Cl)nc1	4	-1	2%	2%	5	1	1	2%	4.0%
29	O=C(N/N=C/c1ccccc1OCC(=O)N1CCCC1)C(=O)Nc1ccccc1F	3	21	-3%	0%	-5	1	-3	-13%	0.1%
30	COc1ccc2c3c(c(=O)oc2c1)C1O[C@](CCCCN2C(=O)c4ccccc4C2=O)(Cc2cc(OC)c(OC)cc21)O3	/	/	/	/	8	2	-1	/	2.9%[11.5 µM]
31	Cc1cccc(N(C(=O)CNC(=O)c2cccs2)C(C(=O)NC2CCCC2)c2ccncc2)c1 (centres undefined)	14	-14	-1%	2%	3	2	10	8%	0.9%
32	COc1ccc(OC)c2[nH]c(=O)c(CCNC(=O)Cc3cccs3)cc12	2	/	-2%	-4%	23	9	-3	3%	3.3%
33	Cc1ccc(NC(=O)N2CCN(C(=O)c3nsc4ccccc34)CC2)cc1C	-24	-4	0%	6%	6	-1	1	5%	-0.5%
34	CC(C)NC(=O)C(=O)NC1CCCCCC1	-5	-7	-4%	0%	-12	1	-7	-16%	-0.3%
35	CCOc1ccc(C2=CSC3=NCCN23)cc1[N+](=O)[O-]	-2	-1	-1%	-3%	8	3	8	14%	4.9%
36	Cc1cc(Br)ccc1NC(=O)CN(C)C(=O)c1ccc(-n2cncn2)c([N+](=O)[O-])c1	10	-1	4%	-1%	-41*	1	/	-4%	-0.7%
37	O=C(CCc1nc2ccccc2c(=O)[nH]1)OCc1ccccc1F	-8	-8	-5%	-1%	-17	5	3	-9%	2.0%
38	CCN(CC)CCOC(=O)c1ccc(NC(=O)CCNC(=O)Cn2ccc3ccccc3c2=O)cc1	-5	6	-1%	0%	-8	3	-3	-1%	0.2%
39	O=c1c2ccc([N+](=O)[O-])cc2ncn1Cc1ccccc1C(F)(F)F	-9	-8	4%	0%	1	2	3	13%	-0.3%
40	CNC(=S)N1N=C(c2ccc(C)cc2)CC1c1ccc(Cl)cc1 (centres undefined)	-12	0	-4%	0%	4	2	-5	3%	-0.2%
41	COc1ccccc1N1CCN(C(=O)c2c(C)noc2C)CC1	11	10	-3%	-1%	2	3	-2	0%	0.2%
42	CC1(C)CC(=O)c2cc(C(=O)NCc3ccco3)c(=O)n(-c3ccccc3)c2C1	-10	3	-6%	-2%	-15	1	4	/	-0.1%
43	CCCN(CC(=O)Nc1ccccc1C)C(=O)c1ccc(N2CCCC2)c([N+](=O)[O-])c1	-4	-5	-2%	0%	-5	0	-6	3%	4.1%
44	O=C1CC(c2ccc(Cl)c([N+](=O)[O-])c2)c2ccc3ccccc3c2N1 (centres undefined)	-7	2	-4%	-4%	6	6	1	8%	-0.3%
45	COc1ccc(S(=O)(=O)Nc2ccccc2C(F)(F)F)cc1	-10	-4	-1%	-4%	-8	2	1	1%	1.2%
46	O=[N+]([O-])c1ccc(/C=N/n2c(CO)nc3ccccc32)s1	3	2	-6%	?	6	6	-7	-14%	1.1%
47	CCN(CC)c1cc2c(cc1F)c(=O)c(S(=O)(=O)c1cccc(C)c1)cn2C	-8	6	-3%	4%	-20	-1	0	7%	?
48	CC(OC(=O)/C=C/c1ccc2ccccc2n1)C(=O)N(C)c1ccccc1 (centres undefined)	-6	8	-3%	-10%	12	-1	2	3%	-0.4%
49	Cc1ccc2oc(C(=O)NCc3ncc(C)[nH]3)c(C)c2c1	5	-15	3%	?	0	2	1	-7%	0.2%
50	CNC(=S)N(CCc1c(C)[nH]c2ccc(C)cc12)Cc1ccco1	/	-2	-3%	-24%	-20	-1	-7	-5%	2.7%

Going on with the list.
entry	Compound	RXFP1 antagonist	D2 PAM	Glioma ERSR ind	Vif-A3G inh	D1 antag	D1 agonist	D1 PAM	Vif-APOBEC3F blk	RXFP1 agonist
51	CCCN1CCC(=NNc2ccc(S(=O)(=O)N3CCOCC3)cc2[N+](=O)[O-])CC1	-3	2	-5%	?	-14	1	5	-24%	-0.7%
52	CC(C)(C)C(=O)O/N=C1\CCS(=O)(=O)c2sccc21	-1	7	-3%	-2%	1	2	9	-2%	0.2%
53	C=C(Cl)COc1cc(C)cc2oc(=O)cc(CC)c12	-15	-3	-6%	-1%	-3	2	-5	-6%	2.5%
54	O=C(c1ccccc1)N1CCN(Cc2ccc3c(c2)OCO3)CC1	0	-32	-3%	-6%	-10	0	-3	-6%	-0.7%
55	CCOC(=O)C1CCN(Cc2c(F)cccc2Cl)CC1	-7	-16	-4%	-1%	3	1	11	-1%	-0.1%
56	COC(=O)CCC(=O)NNC(=O)c1cccc(Cl)c1	-1	7	-5%	1%	0	-1	1	-9%	1.6%

A portion of the library; rates above refer to the full screens.
